FBW7 act = activators of human E3 ligase FBW7 | 0.13% of 650,000 active | AID 1259310 | AlphaScreen FBW7–phospho-cyclin E peptide binding, activator screen | normalized activity (activation), % at 26.1 µM; in the data active means normalized activity above about 1.9%;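 further: purified mutant Fbw7 with reduced substrate affinity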
Target sequence (Q969H0 whole entry, looked up): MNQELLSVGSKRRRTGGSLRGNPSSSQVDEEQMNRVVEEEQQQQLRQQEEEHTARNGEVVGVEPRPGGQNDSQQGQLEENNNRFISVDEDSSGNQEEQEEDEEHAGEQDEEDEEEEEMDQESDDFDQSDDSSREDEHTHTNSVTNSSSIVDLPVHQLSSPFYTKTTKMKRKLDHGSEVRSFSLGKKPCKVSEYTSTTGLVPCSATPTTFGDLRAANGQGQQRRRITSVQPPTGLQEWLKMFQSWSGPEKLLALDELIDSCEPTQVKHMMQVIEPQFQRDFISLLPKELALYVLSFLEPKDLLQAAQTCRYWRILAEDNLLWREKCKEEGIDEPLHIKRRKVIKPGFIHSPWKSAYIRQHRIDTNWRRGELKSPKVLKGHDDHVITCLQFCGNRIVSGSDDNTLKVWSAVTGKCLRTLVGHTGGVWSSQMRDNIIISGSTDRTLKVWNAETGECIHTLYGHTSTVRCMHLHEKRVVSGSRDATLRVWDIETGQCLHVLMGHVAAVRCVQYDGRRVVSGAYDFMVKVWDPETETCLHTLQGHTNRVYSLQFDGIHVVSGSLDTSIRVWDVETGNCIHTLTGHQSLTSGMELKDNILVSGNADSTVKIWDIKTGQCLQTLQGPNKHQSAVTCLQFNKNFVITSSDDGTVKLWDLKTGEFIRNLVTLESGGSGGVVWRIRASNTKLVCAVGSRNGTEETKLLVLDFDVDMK
GPR151 ag = activates the human receptor GPR151; Q8TDV0; PathHunter beta-arrestin GPR151 cells, luminescence; activation, % at 11.2 µM; 1% of 650,000 active; in the data active means activation above about 4.9%;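 further: 0% = median of compound wells and 100% = cells with positive control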
MITF inh = inhibitors of human MITF; inhibition, % at 2.6 µM; 0.91% of 650,000 active; AlphaScreen MITF homodimerization, bead proximity signal; O75030; in the data active means inhibition above about 50%;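 further: 0% = vehicle wells with protein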
TEAD-YAP inh = TEAD-YAP interaction inhibition; HEK-TIYL cells, TEAD-Gal4/YAP UAS-luciferase luminescence; inhibition, % at 9.12 µM; 1.4% of 640,000 active; AID 1259422; in the data active means inhibition above about 32%;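 further: 0% = median of test compound wells and 100% = reference inhibitor wells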
An asterisk follows results filed as active.

The line under a structure holds: FBW7 act	GPR151 ag	MITF inh	TEAD-YAP inh
1: O=C(CSc1nc(O)cc(=O)n1-c1ccc(F)cc1)NCc1ccco1
    0.0	-0.5	17	3
2: O=C(OCC(=O)N1CCN(c2ccccc2)CC1)c1ccc[n+]([O-])c1
    0.1	4.3	-1	18
3: Cc1cc(N=Nc2ccccc2)c(NCC(O)C(O)C(O)CO)cc1C (stereo unspecified)
    -0.8	-1.2	23	-12
4: O=C(/C=C/c1ccc2ccccc2n1)OCc1cc([N+](=O)[O-])cc2c1OCOC2
    0.3	1.1	6	0
5: CCN(CC)CCNc1nc(N)c([N+](=O)[O-])c(N2CCOCC2)n1
    0.1	2.1	-7	-2
6: O=c1[nH]c2nc(-c3ccccc3CO)cnc2n1Cc1ccncc1
    0.0	0.6	10	-1
7: COc1ccc2cc(C)c(SCC(=O)Nc3nc(C)c(C)s3)nc2c1
    0.0	0.9	-4	3
8: COc1cccc(CN(C)S(=O)(=O)c2cccc(C#N)c2)c1
    0.0	-1.5	4	-4
9: COc1ccc(N2C(=O)C(F)(F)C2c2ccco2)cc1 (stereo unspecified)
    0.0	0.2	1	-5
10: COc1cccc(NC(=O)CSc2nc3c(c(-c4ccco4)c2C#N)CCCC3)c1
    0.2	-0.4	-20	-11
11: CC(C(=O)NCc1ccc2c(c1)OCO2)N1Cc2ccccc2C1=O (stereo unspecified)
    -0.2	1.5	-10	-7
12: O=C(Nc1cccc(C(F)(F)F)c1)c1cc2nc(-c3ccco3)cc(C(F)(F)F)n2n1
    0.0	1.3	-1	1
13: COC(=O)c1ccc(NC(=O)C(C)NS(=O)(=O)c2cc(Cl)ccc2Cl)cc1 (stereo unspecified)
    0.1	-1.1	6	3
14: O=C(O)C(C(=O)O)C12OC3C4C5CC(C6C5C3C61)C42 (stereo unspecified)
    -0.2	-1.3	-3	-8
15: CCOc1ccc(/C=N/NC(=O)c2cccnc2)cc1
    -0.2	-0.5	-3	-4
16: CNC(=S)Nc1cc(C)ccc1OC(F)F
    0.0	-0.1	0	0
17: COc1ccc(C(=O)Nc2cccc(-c3nnc4c5ccccc5c(C)nn34)c2)cc1
    0.2	0.8	7	-6
18: Cc1cc(C)cc(C(=O)Nc2nnc(C(F)(F)F)s2)c1
    0.0	0.0	15	2
19: COc1ccc(C(=O)Nc2ccc(Cl)cc2C(=O)O)cc1OC
    -0.1	-1.6	5	-2
20: N/C(=N/O)c1ccccc1OCc1cnc(Cl)s1
    0.0	-2.1	4	-7

The list continues.
The line under a structure holds: FBW7 act	GPR151 ag	MITF inh	TEAD-YAP inh
21: O=[N+]([O-])c1ccc(NCCNS(=O)(=O)Cc2ccccc2)c(Cl)c1
    -0.2	-0.9	1	5
22: CCN(CC)CC(O)CN1C(=O)NC(C)(C)C1=O (stereo unspecified)
    0.1	1.3	15	10
23: Cc1nc2c(c(=O)[nH]1)CN(Cc1cc(F)ccc1F)CC2
    -0.4	-1.4	-1	-8
24: Cc1cc(C)c(CO)cc1/C=N/NC(N)=O
    0.0	2.7	-9	5
25: CCOc1ccc2nc(N3CCC(C(=O)NC(C)c4cccs4)CC3)nc(C)c2c1 (stereo unspecified)
    0.0	3.8	3	-14
26: Cc1ccc(Cl)cc1NC(=O)/C(=C/c1cccc([N+](=O)[O-])c1)NC(=O)c1ccccc1F
    -0.1	0.2	0	6
27: Cc1cccc(C)c1-n1c(=S)sc2c(=O)n(CCc3ccccc3)c(SCC(=O)c3ccccc3)nc21
    -0.1	-0.4	-11	-1
28: CCC(NS(=O)(=O)c1ccccc1)(C(=O)O)c1ccccc1 (stereo unspecified)
    -0.3	0.4	-3	-1
29: CC(C)Cn1c(=O)c2ccccc2n2c(SCC(=O)N3CCCC(C)C3)nnc12 (stereo unspecified)
    -0.1	-1.5	-13	14
30: CCn1c(SCC(=O)Nc2ccc(C)cc2)nnc1-c1cccs1
    -0.4	2.2	-1	19
31: COc1ccc(C(=O)Nc2cc(-c3cnn(C)c3)c(Cl)cn2)cc1
    0.0	-2.0	24	21
32: COCCN1Cc2cccc(C(=O)Nc3ccc(C(C)=O)cc3)c2C1=O
    0.0	0.3	-21	-4
33: O=C(CSc1nnc(-c2cccs2)n1Cc1ccco1)Nc1ccccc1
    0.0	0.9	16	6
34: O=C(Cn1c(=O)n(Cc2ccccc2)c(=O)c2ccccc21)NC1CCCCC1
    0.1	-0.1	-3	6
35: COc1ccc(CNC(=O)NCC2(c3cccs3)CC2)cc1
    -0.1	4.3	-3	-33
36: O=C1OC(/C=C/c2cccc(Cl)c2Cl)=NC/1=C\c1ccc(Cl)c(Cl)c1
    0.2	-1.1	18	8
37: CCCCCc1ccc(OC(=O)c2ccncc2)cc1
    0.0	0.9	2	-4
38: CCOc1ccc(NC(=O)CSc2nnnn2-c2ccc(C(=O)OC)cc2)cc1
    -0.2	-0.2	-2	-2
39: O=C(Cc1cn(-c2ccc(N3CCc4ccccc4C3)nn2)c2ccccc12)NCCOc1ccccc1
    -0.1	-1.7	-3	-3
40: O=C(NCCCN1CCOCC1)c1cc(-c2ccccn2)nc2ccccc12
    -0.1	0.1	6	11

New compounds follow.
The line under a structure holds: FBW7 act	GPR151 ag	MITF inh	TEAD-YAP inh
41: NC(=O)c1ccc(NC(=O)COC(=O)c2ccccc2NC(=O)Cc2ccccc2)cc1
    0.6	0.4	12	-11
42: Cc1ccc(NS(=O)(=O)c2ccc(Cl)c(C(=O)Nc3ccc(Cl)cc3)c2)cc1
    0.2	-0.4	5	2
43: O=C(CSc1nc2ccccc2s1)Nc1ccccc1F
    0.0	0.5	-10	-12
44: CCS(=O)(=O)CCSc1nc(-c2ccccc2)cc(-c2ccccc2)c1C#N
    -0.2	-0.4	-9	-8
45: CCc1c(C)nc2cc(-c3ccc(OC)c(OC)c3)nn2c1NCCCO
    0.4	0.4	7	-12
46: Cc1nc(Sc2cccn2C)c(C(F)(F)F)c(=O)[nH]1
    0.2	-0.8	14	-6
47: COc1ccccc1/C=c1\sc2nc(=O)c(C)nn2c1=O
    -0.1	-0.5	2	2
48: O=C(CCNS(=O)(=O)c1ccc([N+](=O)[O-])cc1)N/N=C/c1cccc([N+](=O)[O-])c1
    0.4	0.1	16	20
49: Cc1nn(-c2ccccc2)c2sc(C(=O)N3C(=O)c4cccc(N)c4C3=O)cc12
    0.0	-0.1	0	10
50: COc1ccc(CNC(=O)c2c(O)c3cccc4c3n(c2=O)CC4)cc1
    0.0	-1.8	-11	-3
51: COc1ccc(S(=O)(=O)N2CCOCC2)cc1C(=O)Nc1cc(C)on1
    0.0	-0.2	12	9
52: O=C(NCc1ccncc1)c1ccccc1CCc1ccccc1
    0.0	1.6	15	-4
53: O=C(NCCO)c1cccc(-c2ccccc2)n1
    0.0	3.2	-11	10
54: COc1ccccc1OCC(=O)Nc1ccc(S(=O)(=O)Nc2nccs2)cc1
    0.0	0.2	-8	-5
55: Nc1nc(Nc2ccccc2)nc2c1ncn2CCN1CCCC1=O
    0.0	-1.4	9	-1
56: COc1ccc(-c2cc3nc(C)c(C)c(NCCN(C)C)n3n2)cc1
    -0.2	0.1	-7	-23
57: COc1cc(OC)c(CN2CCN(CC(C)C)C(CCO)C2)c(OC)c1 (stereo unspecified)
    0.1	-0.6	8	11
58: O=C1CC(c2cccs2)CC2=C1C(c1ccc(F)cc1)Nc1ccccc1N2 (stereo unspecified)
    -0.1	-0.3	0	1
59: CCOc1ccc(C2CC(c3ccc(OC)cc3)Nc3nc(N)nn32)cc1 (stereo unspecified)
    0.0	0.0	14	-5
60: O=S(=O)(NCc1nc(-c2ccncc2)nn1S(=O)(=O)c1ccc(Br)cc1)c1ccc(Br)cc1
    0.0	-1.3	5	5

(listing goes on)
The line under a structure holds: FBW7 act	GPR151 ag	MITF inh	TEAD-YAP inh
61: CN(C)c1ncnc2c1C(c1ccc(Cl)cc1)c1c(ncnc1N(C)C)O2
    -0.1	0.2	-1	-5
62: O=C(O)c1oc2ccccc2c1CSc1ccccn1
    0.1	0.8	11	-2
63: Cc1cc(S(=O)(=O)N2CCN(c3ccccc3F)CC2)ccc1-n1cnnn1
    0.1	0.1	7	2
64: CCOC(=O)c1c[nH]c2c(CC)cccc2c1=O
    0.4	-0.6	13	4
65: CCCOc1ccc(C(=O)NC(=S)N2CCOCC2)cc1
    -0.1	2.2	8	-11
66: CC(=O)Nc1ccc(NC(=O)c2cnc(Br)s2)cc1
    0.0	0.2	12	7
67: C/C(=N\N=C(/N)SC1CC(=O)N(c2ccc(Cl)cc2)C1=O)c1ccc(F)cc1 (stereo unspecified)
    -0.1	1.3	2	11
68: CC(C)N(CCNC(=O)c1ccc(-c2ccc(C(N)=O)cc2)s1)C(C)C
    0.0	-1.0	8	-7
69: COC(=O)c1c(NC(=O)COC(=O)c2ccc([N+](=O)[O-])o2)sc2c1CCCCC2
    0.1	-0.5	8	0
70: COc1cc(OC)cc(C(=O)/C=C2\NC(=O)CS2)c1
    0.0	-0.1	-6	-3
71: CCCCCCSc1nnc(NC(=O)c2ccc(C(=O)OCC)cc2)s1
    -0.2	-0.5	-12	-1
72: COc1ccccc1/C=C1\SC(=NC2CCCC2)NC1=O
    -0.1	3.3	2	0
73: CCN(Cc1ccccc1)C(=O)COC(=O)CNC(=O)c1ccc(C)s1
    -0.1	0.1	2	1
74: N#CC1=C(N)OC2=C(C(=O)c3ccccc3C2=O)C1c1cccc(C(F)(F)F)c1 (stereo unspecified)
    -0.2	0.1	-9	12
75: CCCCn1c(N2CCCCCC2)nc2c1c(=O)[nH]c(=O)n2C
    0.1	-1.4	12	-16
76: O=C1N=C(N2CCOCC2)S/C1=C/c1ccc(OCc2ccc([N+](=O)[O-])cc2)cc1
    0.1	0.4	0	8
77: O=C(Nc1noc2ccccc12)Nc1noc2ccccc12
    -0.2	-1.2	8	-33
78: COCc1cc(CN2CCN(c3ccccc3OC)CC2)c(O)c2ncccc12
    -0.5	4.4	107*	42*
79: Cn1c(CNC(=O)c2cccs2)nnc1SCC(=O)N1N=C(c2ccc(Br)cc2)CC1c1ccc(F)cc1 (stereo unspecified)
    0.3	-0.2	17	3
80: CCN(CC)C(=O)CSc1nc(O)cc(=O)[nH]1
    0.0	-1.0	9	-7

Remaining list, next part
The line under a structure holds: FBW7 act	GPR151 ag	MITF inh	TEAD-YAP inh
81: CC(C)N(C)Cc1nnnn1CC(=O)NCCC1=CC[C@H]2C[C@@H]1C2(C)C
    -0.1	-0.3	-6	1
82: CCOc1cc2c(cc1OCC)C(c1ccc(C)c(C)c1)NCC2 (stereo unspecified)
    0.0	0.6	3	0
83: O=C(CSc1nc2c(c(=O)n1-c1ccc(Cl)cc1)SCC2)N1CCc2ccccc21
    -0.1	0.6	-2	-2
84: CC(C(=O)OCC(=O)c1cccc(Br)c1)N1C(=O)c2ccccc2C1=O (stereo unspecified)
    0.3	0.3	14	-1
85: COc1ccc(Br)cc1C1=N/C(=C\C(C)=C\c2ccccc2)C(=O)O1
    0.0	-0.4	4	-1
86: Cc1c(NC(=S)NC(=O)c2sc3ccccc3c2Cl)c(=O)n(-c2ccccc2)n1C
    -0.2	1.7	-5	3
87: COc1ccccc1/C=N/n1nnnc1N
    0.1	2.3	6	-9
88: O=C(Nc1ccc(Cl)cn1)c1cnc(N2CCN(c3ncccn3)CC2)c2ccccc12
    0.2	0.2	-34	7
89: Cc1ccc(Cn2cnc3c(cnn3CCNC(=O)COc3ccc(Cl)cc3Cl)c2=O)cc1
    0.0	1.4	-4	-2
90: CC1CCCC(NC(=O)Cn2ncc3c(=O)oc4ccccc4c32)C1C (stereo unspecified)
    0.0	0.7	2	6
91: CC(NC(=O)c1ccccn1)c1nc(-c2ccc(Cl)cc2)n[nH]1 (stereo unspecified)
    0.0	-0.4	-2	7
92: COc1ccccc1NC(=O)c1sc2ncn(Cc3cccc(F)c3)c(=O)c2c1C
    0.3	0.2	5	3
93: COC(=O)c1c(OCc2cccnc2)cc(=O)n2c1CCN(CCCC(F)(F)F)CC2
    0.0	4.9	-14	-23
94: O=C(Nc1cccc(Cl)c1)N1CCc2ccccc2C1
    0.0	0.3	-2	-65
95: CCC1=C(c2ccccc2)[N+](=O)C(C)(c2ccc(OC)c(OC)c2)N1[O-] (stereo unspecified)
    0.3	-0.4	14	9
